Assay outcomes deposited in PubChem BioAssay by Sanford-Burnham Center for Chemical Genomics.
Apaf1 inhib: inhibitors of human Apaf-1 apoptosome; O14727; reconstituted apoptosome caspase-3 activity, DEVD-Rh110 fluorescence; inhibition, % at 20 µM; 330,000 tested, 0.71% active; active = inhibition of at least 40% at 20 µM;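 also: plate controls were DMSO wells for no effect and DEVD-CHO caspase inhibitor wells for full effect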
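Material: reconstituted apoptosome with Apaf-1, cytochrome c, caspase-9, procaspase-3, dATP / Buffer or medium: pH 7.5 Hepes buffer with CHAPS, BSA, DTT / Also added: cytochrome c with DEVD-Rh110 / Schedule: compound with Apaf-1, dATP, procaspase-3 30 min, then 50 min reaction, room temperature / Technique: rhodamine 110 fluorescence at Ex 480/Em 540 nm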
PfG6PD inh: PfG6PD (Plasmodium falciparum) enzyme inhibition; PfGluPho enzyme, NADPH resazurin-diaphorase fluorescence; inhibition, % at 20 µM; 350,000 tested, 0.78% active;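 active = inhibition reaching at least a set limit at 20 µM in the primary screen, cut at about 59% in these data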;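 also: 0% = DMSO wells with substrate and 100% = DMSO wells lacking glucose-6-phosphate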
SENP8 block-1: blocks human SENP8 cleavage of Nedd8 substrate; Q96LD8; recombinant SENP8, Nedd8 substrate fluorescence; inhibition, % at 20 µM; 360,000 tested, 0.64% active; AID 602440; in the data active = inhibition mostly above about 40%, no sharp cut-off; inactive = mostly below about 27%
Target sequence (Q96LD8 whole entry, looked up): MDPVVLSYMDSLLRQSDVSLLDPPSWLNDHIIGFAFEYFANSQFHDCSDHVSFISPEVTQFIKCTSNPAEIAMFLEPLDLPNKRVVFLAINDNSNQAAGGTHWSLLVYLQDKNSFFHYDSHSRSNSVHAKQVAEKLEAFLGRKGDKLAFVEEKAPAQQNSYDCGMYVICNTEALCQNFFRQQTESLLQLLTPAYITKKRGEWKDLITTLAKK
SENP8 block-2: inhibitors of human SENP8 protease; Q96LD8; purified SENP8, Z-RLRGG-aminoluciferin cleavage, luminescence; inhibition, % at 10 µM; 330,000 tested, 1.2% active; AID 2540; in the data active = inhibition above about 50%
SENP1 inh: SENP1 (human) catalytic domain inhibition; Q9P0U3; recombinant SENP1 catalytic domain, CyPet-SUMO1-YPet FRET cleavage; inhibition, % at 10 µM; 360,000 tested, 0.21% active; AID 624204;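 active = inhibition at least 30% at 10 µM, raw YFP signal under a set limit, fluorescence ratio 0.5 to 1.5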;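 also: 0% = enzyme with DMSO and 100% = no enzyme wells; some results filed as inactive read as strong as hits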
Target sequence (Q9P0U3 419-644 limits assumed): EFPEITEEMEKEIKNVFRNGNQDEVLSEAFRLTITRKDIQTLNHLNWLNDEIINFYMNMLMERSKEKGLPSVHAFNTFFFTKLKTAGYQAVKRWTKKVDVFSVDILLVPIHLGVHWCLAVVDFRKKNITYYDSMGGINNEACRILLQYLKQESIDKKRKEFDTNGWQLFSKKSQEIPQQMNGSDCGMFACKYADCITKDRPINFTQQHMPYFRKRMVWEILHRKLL
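material = recombinant human SENP1 catalytic domain, His6-tagged | quantity = 20 pM enzyme | reagent = 25 nM SUMO1 FRET substrate | compound dosing = 10 µM single point, 0.5% DMSO | timing = 50 min enzyme reaction, room temperature, light-protected | detection = FRET, CFP and YFP emission | control set = no-enzyme low, enzyme-DMSO high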
SENP7 inh: SENP7 protease inhibition; inhibition, % at 5 µM; 330,000 tested, 1.5% active; Q9BQF6; AID 434973; recombinant SENP7, Z-RLRGG-aminoluciferin luminescence, 40 min;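 active = inhibition above about 50% at the single test dose, limit read from the data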;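 also: plate controls were DMSO with enzyme for no effect and no enzyme buffer wells for full effect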
Target sequence (Q9BQF6 706-1050 limits assumed): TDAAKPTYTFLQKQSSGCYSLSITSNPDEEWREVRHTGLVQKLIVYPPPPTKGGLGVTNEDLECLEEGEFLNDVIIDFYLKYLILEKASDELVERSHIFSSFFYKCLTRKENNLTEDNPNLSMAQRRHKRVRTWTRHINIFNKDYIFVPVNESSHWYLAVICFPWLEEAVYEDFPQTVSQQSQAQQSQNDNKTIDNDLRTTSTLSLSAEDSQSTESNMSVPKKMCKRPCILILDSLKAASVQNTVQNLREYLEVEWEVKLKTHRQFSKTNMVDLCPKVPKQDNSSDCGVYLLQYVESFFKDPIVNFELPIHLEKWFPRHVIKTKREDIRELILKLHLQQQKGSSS
SENP6 block: blocks the human protease SENP6 | 330,000 tested, 1.8% active | Recombinant SENP6 catalytic domain, aminoluciferin luminescence | Q9GZR1 | inhibition, % at 10 µM;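 active = inhibition above about 50% at the single tested dose, limit read from the data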;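 also: plate controls were DMSO wells with enzyme for no effect and DMSO wells lacking enzyme for full effect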
HKDC1 inh: HKDC1 (human) hexokinase inhibition; Q2TB90; recombinant HKDC1, G6PDH/diaphorase resazurin coupled fluorescence; inhibition, % at 20 µM; 340,000 tested, 0.16% active; AID 493160;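 active = inhibition above about 35% when tested at 20 µM, limit read from the data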;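 also: plate controls were DMSO wells with enzyme for no effect and DMSO wells lacking enzyme for full effect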
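Incubation: 90 min at room temperature in dark / Material: recombinant HKDC1 (HK5) hexokinase enzyme, produced in-house / Quantity: enzyme 5 µg/mL final / Compound: one dose of 20 µM, 1% DMSO / Reagent: glucose and ATP substrates / Buffer or medium: Tris pH 8.0 buffer with MgCl2, Tween-20, BSA, BME / Technique: resorufin fluorescence at 613 nm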
An asterisk follows results filed as active; / = no result given. Rows are unselected; about 3.6% have a hit in one of these screens.

#	SMILES	Apaf1 inhib	PfG6PD inh	SENP8 block-1	SENP8 block-2	SENP1 inh	SENP7 inh	SENP6 block	HKDC1 inh
1	O=C(Nc1ccc(S(=O)(=O)N2CCCCC2)cc1)C1CC1	5	-11	8	-9	6	2	-7	-6
2	COc1cc(C(=O)Nc2ccc(Nc3ccccc3)cc2)cc(OC)c1OC	12	2	1	4	0	3	-6	9
3	CC1(C)CC(=O)c2sc(N3CCCCC3)nc2C1	0	1	16	3	2	7	2	2
4	Cc1csc(NS(=O)(=O)c2ccc(Cl)cc2)n1	6	0	4	-2	0	15	-5	-7
5	CCn1c(SC)nnc1-c1nnc(SC)n1CC	4	10	9	-7	-2	5	-22	-5
6	C[C@@H]1Cc2c(O)c(O)cc(O)c2C(=O)O1	13	53	44*	3	-4	1	-2	6
7	CCOC(=O)CSc1nnc(-c2ccc3ncccc3c2)n1C	-17	-16	9	8	1	3	-5	0
8	COc1cc(NC(=O)CSc2nnc(NC(C)C)s2)cc(OC)c1OC	-8	-1	1	1	2	3	1	6
9	CC(=O)c1ccc(NC(=O)c2ccc(C)c(S(=O)(=O)N3CCOCC3)c2)cc1	4	10	5	-7	0	1	-12	-1
10	O=C(O)COCC(=O)Nc1ccccc1-c1ccccc1	6	-14	11	-9	0	-7	-38	12
11	COC(=O)c1ccsc1NC(=O)CCS(=O)(=O)c1ccc(Cl)cc1	6	13	-18	12	-24	-6	-2	-4
12	O=C1C=C(NCc2ccccc2)CCC1	3	-11	10	-12	-3	-8	-20	-8
13	Nc1ccccc1NC(=O)CCn1c(=S)[nH]c2ccccc2c1=O	-2	-13	14	5	2	6	5	0
14	Cc1ccc(S(=O)(=O)N2CCN(CC(=O)N(CC(C)C)c3c(N)n(CC(C)C)c(=O)[nH]c3=O)CC2)c(C)c1	9	0	-5	-6	-20	-8	-2	0
15	O=S(=O)(c1ccccc1)c1ccccc1/C=N\O	-2	-4	16	-9	2	0	-30	0
16	Cc1ccccc1CC1(CO)CCCN(C(=O)CCC(=O)c2ccccc2)C1 (stereo unspecified)	15	15	12	-4	1	5	-15	9
17	Cc1ccc(NC(=O)c2ccn(C(=O)Nc3ccccc3)n2)c(C)c1	-6	-25	-5	19	-8	1	9	16
18	O=C(NCC1CCCO1)c1ccc(CNS(=O)(=O)c2cccc(Cl)c2)cc1 (stereo unspecified)	2	-2	-6	1	1	2	6	-13
19	CC(=O)c1oc2ccccc2c1N	-5	-1	-119	2	0	5	-8	-10
20	Fc1ccc(/C=N/Nc2nnnn2-c2ccccc2)cc1	4	20	8	-10	0	-4	-6	-8
21	CCn1cc([N+](=O)[O-])c(C(=O)N2N=C(c3cccc4ccccc34)CC2c2ccccc2O)n1 (stereo unspecified)	5	13	21	5	4	5	-9	4
22	CC(=O)Nc1ccc(NS(=O)(=O)c2ccc3ccccc3c2)cc1	2	-13	11	-12	2	-7	-8	2
23	COc1ccc(CCNC(=O)C(C(=O)c2ccc(F)cc2)n2ccccc2=O)cc1OC (stereo unspecified)	-8	0	5	-6	1	3	-16	-9
24	O=C1CC(Sc2nnc(-c3ccccc3O)o2)C(=O)N1c1ccccc1 (stereo unspecified)	-6	8	-54	-8	-1	4	1	-9
25	O=C(Cc1ccccc1)Nc1ccc(C(=O)NCC2COc3ccccc3O2)cc1 (stereo unspecified)	2	-4	0	-4	0	5	-23	-3

Compound profiles, from the list above. Order of screens: Apaf1 inhib, PfG6PD inh, SENP8 block-1, SENP8 block-2, SENP1 inh, SENP7 inh, SENP6 block, HKDC1 inh
`O=C1C=C(NCc2ccccc2)CCC1` as listed: 3, -11, 10, -12, -3, -8, -20, -8
`Fc1ccc(/C=N/Nc2nnnn2-c2ccccc2)cc1` as listed: 4, 20, 8, -10, 0, -4, -6, -8
`COc1cc(NC(=O)CSc2nnc(NC(C)C)s2)cc(OC)c1OC` as listed: -8, -1, 1, 1, 2, 3, 1, 6
`Cc1csc(NS(=O)(=O)c2ccc(Cl)cc2)n1` as listed: 6, 0, 4, -2, 0, 15, -5, -7

New compounds follow:
#	SMILES	Apaf1 inhib	PfG6PD inh	SENP8 block-1	SENP8 block-2	SENP1 inh	SENP7 inh	SENP6 block	HKDC1 inh
26	COc1ccc([N+](=O)[O-])cc1NC(=O)C(C)N1CCCC1 (stereo unspecified)	0	9	19	9	4	3	11	-3
27	CCc1sc(NC(=O)COC)nc1-c1ccccc1	8	18	-1	-4	1	5	-10	-2
28	COc1ccc(CCN2CC(C(=O)OCc3ccccc3Cl)CC2=O)cc1OC (stereo unspecified)	/	-6	12	/	-1	/	/	-5
29	Fc1cccc(CSc2nnc3ccc(-c4ccncc4)nn23)c1	-20	2	15	4	4	10	-11	-2
30	N=C1C(c2nc(-c3ccc(F)cc3)cs2)=C(O)CN1Cc1ccc(Cl)cc1	-8	-11	-11	5	-21	2	0	-5
31	CCC(C(=O)NC1CCCCC1)N(C(=O)c1snc(C(N)=O)c1N)c1ccc(OC)cc1OC (stereo unspecified)	10	0	-237	3	-6	-1	-2	-4
32	Cc1ccc(-c2nnc(SCC(=O)Nc3ccc4c(c3)oc3ccccc34)n2C)c(Cl)c1	14	6	18	-2	-1	1	-9	-7
33	Cc1cccc(C(=O)N[C@H](C(=O)Nc2nccs2)C(C)C)c1	8	5	16	-6	-1	-6	-10	-14
34	C#CCOc1ccc2c3c(c(=O)oc2c1)CCCC3	8	6	-469	-13	-4	2	-8	-2
35	CCOC(=O)C1C(=O)Nc2nc3ccccc3n2C1C(C)C (stereo unspecified)	5	9	8	-6	2	-5	9	-5
36	CC[C@@]1(C(=O)OC)N[C@H](CN(C)C(=O)Nc2ccc(Cl)cc2)[C@@H]2C(=O)N(Cc3ccccc3)C(=O)[C@@H]21	7	-9	6	2	2	2	-9	3
37	C[C@H](CO)N1C[C@H](C)[C@@H](CN(C)S(=O)(=O)c2ccc(F)cc2)Oc2ccc(NS(=O)(=O)c3ccccc3)cc2C1=O	18	-13	10	-4	2	4	-14	4
38	CCOP(=O)(OCC)C(NC(=O)/C=C/c1ccc(OC)cc1)c1ccccc1 (stereo unspecified)	13	-8	0	-13	3	-8	-20	-10
39	O=C(Nc1ccc2c(c1)OCO2)C1CCN(c2ccc(S(=O)(=O)N3CCOCC3)cc2)CC1	-19	-2	-12	7	-4	1	4	9
40	CC(C)OC(=O)CSc1nnc2c(n1)[nH]c1ccc(F)cc12	-8	-17	4	-5	2	5	-11	6
41	CCCCn1c(N)c(N(CCOC)C(=O)C2CCN(c3ncnc4sc(C)c(C)c34)CC2)c(=O)[nH]c1=O	11	8	-30	4	-16	0	-10	-3
42	COc1ccc(CN2CN=C(Nc3nc4ccccc4s3)NC2)cc1	11	-2	11	-1	-1	4	-3	-12
43	CC1(C)Cc2c(sc(NC(=O)c3ccc(S(=O)(=O)N4CCCC4)cc3)c2C#N)C(C)(C)N1	-3	-11	4	-9	1	-1	-10	0
44	COC(=O)COc1ccc2c(=O)c(-c3ccccc3)coc2c1	3	4	5	5	4	2	4	5
45	O=C(c1ccc(C#Cc2ccccc2)o1)N1CCN(c2ccccn2)CC1	13	3	6	-9	-1	-15	-19	1
46	Clc1ccc(-c2nc(N3CCOCC3)nc3ccccc23)cc1	15	-7	-365	17	-27	0	-2	-2
47	CC(Oc1ccccc1F)C(=O)NNC(=O)c1cccc(S(=O)(=O)N2CCN(C)CC2)c1 (stereo unspecified)	-16	-17	4	-9	2	-4	-8	2
48	CC(=O)c1sc(C(C)(C)C)cc1NC(=O)c1ccccc1C(=O)O	-5	-24	-78	-6	2	10	-10	-5
49	CN1CCN(S(=O)(=O)c2ccc(NS(=O)(=O)c3ccccc3)cc2)CC1	-17	6	1	-3	0	-4	8	-5
50	O=C(CN1C(=O)/C(=C\c2cccc(Br)c2)Oc2ccccc21)NCC1CCCO1 (stereo unspecified)	16	2	-388	-6	-117	-12	-19	-6
51	Cc1ccccc1C(=O)Nc1ccccc1N1CCN(C(=O)c2ccccc2)CC1	9	-20	-5	-1	2	-1	-12	2
52	COc1ccc(-c2cc(C(=O)N3CCCc4ccccc43)no2)cc1	4	2	19	-7	1	0	-9	1
53	CCOC(=O)N1CCN(C(=O)c2ccc(NC(=O)CC)cc2)CC1	9	-7	12	0	3	9	7	1
54	CC(C)C(=O)Nc1ncc(Cc2ccccc2Cl)s1	-8	6	16	-1	1	9	-1	-2
55	COCCCNC(=O)CCCCCNS(=O)(=O)c1ccc(Br)cc1	-11	-20	10	7	0	5	3	5
56	CCCN1CCC(=NNC(=O)CSc2cc(C)c(Br)cc2C)CC1	1	-11	4	-3	-1	-1	-7	4
57	O=C(Nc1ccc(Cl)c(Cl)c1)Nc1nnc(CSc2ccccc2)s1	-10	-36	15	-5	1	-5	-4	-5
58	O=C(CNC(=O)c1ccccc1Cl)NCC(c1cccs1)N1CCOCC1 (stereo unspecified)	18	2	-4	-4	-8	-5	7	0
59	Cc1ccccc1NC(=O)N1C2CCCC1CC(NC(=O)C(C)(C)C)C2 (stereo unspecified)	/	13	19	/	4	/	/	-1
60	CCN(CCCNC(=O)COc1cc(=O)n(C)c2ccccc12)c1cccc(C)c1	2	13	11	1	0	-3	-3	3
61	COc1cc(/C=N/Nc2ccc(Cl)nn2)cc(OC)c1O	8	26	29	-6	2	-4	-19	4
62	CN1C(=O)c2ccc(N3CCCC3)cc2C1=O	10	-14	-43	-5	-25	-14	-6	16

Reformatted with each value named: entries from further up
26: COc1ccc([N+](=O)[O-])cc1NC(=O)C(C)N1CCCC1 (stereo unspecified)
  Apaf1 inhib: 0	PfG6PD inh: 9	SENP8 block-1: 19	SENP8 block-2: 9	SENP1 inh: 4	SENP7 inh: 3	SENP6 block: 11	HKDC1 inh: -3
27: CCc1sc(NC(=O)COC)nc1-c1ccccc1
  Apaf1 inhib: 8	PfG6PD inh: 18	SENP8 block-1: -1	SENP8 block-2: -4	SENP1 inh: 1	SENP7 inh: 5	SENP6 block: -10	HKDC1 inh: -2

Just SENP8 block-1 and HKDC1 inh (5 entries from above):
# | SMILES | SENP8 block-1 | HKDC1 inh
39 | O=C(Nc1ccc2c(c1)OCO2)C1CCN(c2ccc(S(=O)(=O)N3CCOCC3)cc2)CC1 | -12 | 9
40 | CC(C)OC(=O)CSc1nnc2c(n1)[nH]c1ccc(F)cc12 | 4 | 6
41 | CCCCn1c(N)c(N(CCOC)C(=O)C2CCN(c3ncnc4sc(C)c(C)c34)CC2)c(=O)[nH]c1=O | -30 | -3
42 | COc1ccc(CN2CN=C(Nc3nc4ccccc4s3)NC2)cc1 | 11 | -12
43 | CC1(C)Cc2c(sc(NC(=O)c3ccc(S(=O)(=O)N4CCCC4)cc3)c2C#N)C(C)(C)N1 | 4 | 0
